From PubChem
All columns: NCI-60 one-dose screen, growth in % after 48 h at 10 µM unless noted; 100 = growth as untreated, 0 = no growth, -100 = all killed.
EKVX: EKVX NSCLC. 71,000 tested, 3% active. AID 1794765
CCRF-CEM: CCRF-CEM leukemia; 77,000 tested, 7% active; AID 1794778
RPMI-8226: RPMI-8226 leukemia cells | 77,000 tested, 7.5% active
HOP-62: HOP-62 NSCLC; 80,000 tested, 3.9% active; AID 1794735
M14: M14 melanoma. 80,000 tested, 6.2% active. AID 1794745
A549/ATCC: A549/ATCC NSCLC; 81,000 tested, 3.7% active; AID 1794740
MOLT-4: MOLT-4 leukemia cells | 80,000 tested, 6.9% active
HOP-92: HOP-92 NSCLC cells. 71,000 tested, 6.3% active. AID 1794738
* = called active by the depositor; / = not tested or not shown; & = joins results of further samples. How the source made its calls: active means growth percent below 10; inactive means the rest. The order is random; about 13% have a hit in one of these screens.

SMILES,EKVX,CCRF-CEM,RPMI-8226,HOP-62,M14,A549/ATCC,MOLT-4,HOP-92
C=C1C(=O)O[C@@H]2[C@H]3[C@H](COC(=O)CC(C)C)[C@@H](OC(C)=O)C[C@H]3C(=C)[C@@H](O)C[C@@H]12,99,16,41,92,45,92,82,69
COc1ccc(/C=N/NC(=O)CNC(=O)Cn2c(=O)[nH]c3ccccc3c2=O)cc1,90,89,101,92,103,96,93,102
Cc1cc(C)n(CC#N)c(=O)c1C#N,101,95,107,105,95,92,98,107
[O-][n+]1onc(-c2ccccc2)c1COc1ccc(Nc2ncnc3c2cnn3-c2ccccc2)cc1,99,91,104,107,114,96,87,115
C=C(C)[C@@H]1CC[C@]2(C(=O)N3CCN(C)CC3)CC[C@]3(C)[C@H](CC[C@@H]4[C@@]5(C)CCCNC(C)(C)[C@@H]5CC[C@]43C)[C@@H]12,99,82,71,99,97,102,78,99
COc1ccc(-c2nc3ccc(-c4nnc(SCC(=O)Nc5ccccc5)o4)cc3[nH]2)cc1OC,103,100,99,100,/,106,98,86
Cc1ccc(C(=O)C[n+]2cn(CCC(=O)Nc3cccc4cccnc34)c3ccccc32)cc1,100,96,79,109,104,111,97,/
Nc1nc2nc(Br)[nH]c2c(=O)[nH]1,105,108,112,108,97,105,104,/
[O-]/[N+](=N/O)c1cccc2ccccc12,81,93,87,97,104,/,89,95
CCCC(=O)Oc1ccc(/C(=C(\C)c2ccc(Cl)cc2)c2ccc(OCCN(CC)CC)cc2)cc1,12,-19*,-50*,-57*,-72*,-51*,-13*,-13*
COc1ccc2c(CSc3nc(-c4ccc(Cl)cc4)c(C#N)c(=O)[nH]3)cc(=O)oc2c1,101,95,99,94,114,91,108,93
N#Cc1ccc(C(=O)CSc2nc3c(c(Nc4ccc(S(N)(=O)=O)cc4)n2)CCC3)cc1,50,81,79,1.4*,78,50,73,14
Nc1c2c(c(O)c3c1=C(CO)C=N3)=NCCS2=O (centres undefined),-43*,4.7*,21,-53*,-85*,-42*,-34*,-54*
O=C1/C(=C/c2ccccc2)CCc2nc3ccccc3c(/C=C/c3ccc(Cl)cc3)c21,79,84,76,110,87,93,80,80
O=C(NNC(=O)c1ccc([N+](=O)[O-])cc1)c1ccc([N+](=O)[O-])cc1,94,92,95,91,95,99,100,106
CCOC(=O)c1c2c(cn1S(=O)(=O)c1ccccc1)-c1nc(N)sc1CC2,66,43,50,95,87,72,49,48
CC(=O)Nc1ccc(Cl)cc1NC(C)=O,98,101,87,122,134,108,109,/
COc1ccc(-c2cc(-c3cccnc3)nc(S(=O)(=O)CC(N)=O)c2C#N)cc1OC,105,103,92,85,94,96,104,97
COc1cc2nc(-c3ccc(C(F)(F)F)cc3)cc(OCCCN3CCCC3)c2cc1OC,65,38,22,64,-38*,40,46,23
COc1ccc(-c2nnc(Nc3c(C)cccc3C)o2)cc1OC,104,106,112,98,91,98,120,87
COC(=O)c1oc2c(C(C)=O)c(OCCCN(C)C)ccc2c1C,187,-14*,97,123,123,110,86,28
COCOc1cc2c(=O)c(C)c(C(=O)N[C@@H](Cc3ccccc3)C(O)C(=O)NCCc3ccc(OC)cc3)oc2cc1OC (some centres undefined),114,106,114,105,115,107,106,128
O=C(O)CCCCCCCCCCN1C(=O)CSC1=S,96,104,99,106,100,98,98,76
Cc1ccc(/C(=N\N=C(N)N)C2CC2)cc1C,87,104,106,99,94,97,90,85
CC(C)(C(N)=O)N1CCN(c2ccccc2)CC1,103,109,106,111,103,115,/,107
COc1cc(-c2cc(-c3ccc(Nc4ncnc5cc(Cl)ccc45)cc3)nc(N3CCCC3)n2)cc(OC)c1OC,96,103,107,73,106,89,91,93
O=C(N=Nc1c(O)[nH]c2ccc(Cl)cc12)c1ccc2nc(-c3ccc(Cl)cc3)[nH]c2c1,30,3.9*,78,-38*,-6.5*,42,6.7*,-1.0*
COc1cc(Cc2cc(-c3ccccc3)nn(CC(=O)c3ccccc3)c2=O)cc(OC)c1OC,83,84,52,89,69,71,69,65
CCCNc1nc2ccccc2c2c(=O)c3cc(OC)ccc3sc12,82,93,/,105,96,94,82,80
Cc1cc(C(NC(=O)CCCCCNc2cccc3c2C(=O)N(C2CCC(=O)NC2=O)C3=O)c2ccc3c(c2)OC(F)(F)O3)c(O)c2ncccc12 (centres undefined),71,39,35,51,70,67,43,4.1*

The final 2 records of the section above open the next one.
SMILES,EKVX,CCRF-CEM,RPMI-8226,HOP-62,M14,A549/ATCC,MOLT-4,HOP-92
CCCNc1nc2ccccc2c2c(=O)c3cc(OC)ccc3sc12,82,93,/,105,96,94,82,80
Cc1cc(C(NC(=O)CCCCCNc2cccc3c2C(=O)N(C2CCC(=O)NC2=O)C3=O)c2ccc3c(c2)OC(F)(F)O3)c(O)c2ncccc12 (centres undefined),71,39,35,51,70,67,43,4.1*
O=C(OCC1OC(O)C(OC(=O)c2ccccc2)C1OC(=O)c1ccccc1)c1ccccc1 (centres undefined),97,96,90,83,99,90,101,99
Cc1nnc2nc(-c3ccccc3)nc(-c3ccccc3)n12,105,84,69,96,122,103,99,/
O=C(N=Nc1c(O)n(Cc2ccccc2)c2ccccc12)c1ccc(Cl)cc1,64,35,/,48,72,68,46,63
O=C(CCn1cnc2c(cc(-c3ccccc3)n2-c2ccccc2)c1=O)Nc1ccccc1,103,95,98,104,99,95,109,97
C=C1C(=O)O[C@H]2[C@H]1CC/C(Cn1cc(CNCCc3c[nH]c4ccc(Cl)cc34)nn1)=C\CC[C@@]1(C)O[C@@H]21,84,-30*,9.4*,79,66,84,0.8*,-7.9*
CCN(CC)Cc1nc2ccccc2c(=O)n1/N=C/c1cc(OC)c(OC)c(OC)c1,105,105,104,99,107,100,103,110
Cc1ccc(N2N=C(C(=O)N(C)C)N(C)CC2=O)cc1,98,103,106,105,100,96,108,90
C/C=C(C)/C=N\O,104,99,105,106,102,97,105,94
CC(=O)c1ccc(Nc2nc(SC(C)C)nc(-c3ccc(F)cc3)c2C#N)cc1,107,105,108,102,110,102,100,117
CCN(CC)CCOc1ccc(C(=O)CCc2ccccc2)cc1,103,106,87,/,98,/,102,/
Nc1nn(C(=O)c2cccnc2)cc1-c1ccccc1,101,98,90,91,106,100,103,95
CN1CCN(/C(=N\c2sc(-c3ccccc3)nc2-c2ccccc2)c2ccccc2)CC1,81,57,35,97,77,77,41,80
C[N+](C)(C)CC(=O)c1ccccc1,91,86,102,89,87,102,95,108
COc1ccc(NC(=O)CSc2nnc(-c3ccc(-c4nc5ccccc5[nH]4)cc3)o2)cc1,53,51,18,-16*,1.6*,6.5*,36,11
CC(=O)Nc1ccc(S(=O)(=O)/N=C(/C2CCCC2C)N2CCOCC2)cc1 (centres undefined),/,97&97,102&99,97&105,100&107,94&97,99&110,107
O=C1Nc2ccccc2/C1=C/c1cn(C[C@@H](O)Cn2c3ccccc3c(=O)c3ccccc32)c2ccccc12,73,70,67,62,70,72,63,53
CCCO/N=C/c1ccncc1,108,101,106,106,111,95,86,106
O=C(NCc1ccccc1)NCN1C(=O)c2cccc3cccc(c23)C1=O,106,103,98,91,101,82,/,81
S=C(S)Nc1cccc2ccccc12,/,/,79,92,102,/,78,53
O=C(/C=C/c1cccc(Nc2ccnc3cc(Cl)ccc23)c1)c1ccc(Cl)cc1,60,24,-9.6*,50,54,79,24,46
COc1ccc(-c2c[nH]c(C(=O)NCCO)c2-c2cc(OC)cc(OC)c2)cc1,86,111,130,90,97,97,99,94
CCCCCCCCCCCC[n+]1ccc2ccccc2c1,-4.8*,3.1*,-54*,-33*,-84*,6.7*,-26*,/
CCOc1ccccc1C(=O)/C=C/c1cc2ccccc2[nH]c1=O,-1.6*,-0.7*,-12*,-34*,-20*,17,5.2*,0.5*
Nc1ncnc2c1N=C(c1ccc3c(c1)OCO3)CC(c1ccc(Cl)cc1)N2 (centres undefined),71,-33*,18,44,96,80,69,/
NCCCCN(C[C@H]1CN(S(=O)(=O)c2ccc(Cl)cc2)CCN1)[C@H]1CCCc2cccnc21,102,91,92,82,107,90,83,61
COc1ccc2nc(NC(=O)c3cccnc3Nc3ccc(S(N)(=O)=O)cc3)sc2c1,92,59,/,109,113,93,63,85
CC(C)Sc1nc(Nc2ccc(C(=O)O)cc2)c(C#N)c(-c2ccccc2)n1,109,101,104,99,104,94,99,94
CCCCCOS(=O)(=O)O,/,103,104,99,104,98,105,103
CSc1ccc(Cl)c(C(=O)Nc2sccc2C(N)=O)c1,108,94,95,107,123,86,125,76
CCCCCCCCCOc1c(OC)cc(C2CC(=O)Nc3c2c(C)nn3-c2nc3ccccc3[nH]2)cc1OC (centres undefined),-83*,19,10,-33*,-26*,-56*,11,-23*
CN(Cc1cc(Br)c(O)c(Br)c1)Cc1cc(Br)c(O)c(Br)c1,109,103,100,88,103,93,105,92
NCC1CC2c3ccccc3C1c1ccccc12 (centres undefined),98,91,92,114,97,89,76,81
CCOC(=O)N(Cc1ccccc1)c1ccccc1,111,106,115,/,113,102,102,100
NC(=O)c1n[nH]n2c1nc(=O)c1sc(-c3ccccc3)cc12,95,94,92,87,95,87,92,84
CCCCCCCCCCN=C(c1ccc(N(C)C)cc1)c1ccc(N(C)C)cc1,29,28,24,29,-18*,30,25,48
CC(=O)C1=C(C)NC(SCC(=O)Nc2ccc(S(=O)(=O)Nc3cc(C)on3)cc2)=NC1c1ccccc1 (centres undefined),101,98,100,105,108,99,109,132
Oc1cccc2ccc(N/N=C/c3cc(CN4CCCCC4)c(O)c4ncccc34)nc12,20,11,0.9*,1.8*,-25*,-10*,7.2*,37
Cc1ccc(-c2csc(NC(=O)CSc3nc(-c4ccccc4)c(C#N)c(=O)[nH]3)n2)cc1,98,89,91,96,86,95,84,78
O=c1[nH]c(NCc2ccccn2)nc2sc3c(c12)CCCC3,91,84,93,80,99,75,88,85
NC(=O)c1cccc([C@@H]2O[C@H](CO)[C@@H](O)[C@H]2O)c1,99,11,-26*,48,17,72,-1.8*,52
O=C(c1ccccc1)C(NCc1ccccc1)c1ccccc1 (centres undefined),100,99,96,99,92,97,76,111

Gathered by group, those above containing two or more sulfur atoms
SMILES,EKVX,CCRF-CEM,RPMI-8226,HOP-62,M14,A549/ATCC,MOLT-4,HOP-92
N#Cc1ccc(C(=O)CSc2nc3c(c(Nc4ccc(S(N)(=O)=O)cc4)n2)CCC3)cc1,50,81,79,1.4*,78,50,73,14
CCOC(=O)c1c2c(cn1S(=O)(=O)c1ccccc1)-c1nc(N)sc1CC2,66,43,50,95,87,72,49,48
O=C(O)CCCCCCCCCCN1C(=O)CSC1=S,96,104,99,106,100,98,98,76
S=C(S)Nc1cccc2ccccc12,/,/,79,92,102,/,78,53
COc1ccc2nc(NC(=O)c3cccnc3Nc3ccc(S(N)(=O)=O)cc3)sc2c1,92,59,/,109,113,93,63,85
CSc1ccc(Cl)c(C(=O)Nc2sccc2C(N)=O)c1,108,94,95,107,123,86,125,76
CC(=O)C1=C(C)NC(SCC(=O)Nc2ccc(S(=O)(=O)Nc3cc(C)on3)cc2)=NC1c1ccccc1 (centres undefined),101,98,100,105,108,99,109,132
Cc1ccc(-c2csc(NC(=O)CSc3nc(-c4ccccc4)c(C#N)c(=O)[nH]3)n2)cc1,98,89,91,96,86,95,84,78
